Screening data from PubChem BioAssay.
OX1R antag = blocks the human orexin 1 receptor; O43613; OX1R-expressing cells, FRET antagonist read-out; inhibition, % at 6.6 µM; actives 1.8% (n = 330,000); in the data active = inhibition mostly above about 38%, no sharp cut-off; inactive = mostly below about 40%;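 also: 0% = agonist challenge alone and 100% = reference antagonist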
Target sequence (O43613 whole entry, looked up): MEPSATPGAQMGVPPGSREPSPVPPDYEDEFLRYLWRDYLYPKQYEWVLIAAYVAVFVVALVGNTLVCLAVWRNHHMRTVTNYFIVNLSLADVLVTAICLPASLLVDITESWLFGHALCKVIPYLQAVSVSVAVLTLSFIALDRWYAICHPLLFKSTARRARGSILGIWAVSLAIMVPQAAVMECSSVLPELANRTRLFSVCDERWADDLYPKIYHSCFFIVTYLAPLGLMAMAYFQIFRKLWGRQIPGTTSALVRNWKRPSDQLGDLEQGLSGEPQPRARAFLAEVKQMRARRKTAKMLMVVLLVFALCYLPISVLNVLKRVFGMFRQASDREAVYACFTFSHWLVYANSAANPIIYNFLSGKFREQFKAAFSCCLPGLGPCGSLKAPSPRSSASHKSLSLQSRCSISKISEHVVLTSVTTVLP
STK33 inh = blocks human STK33 kinase activity; Q9BYT3; purified STK33, MBP phosphorylation, ADP-Glo luminescence; inhibition, % at 10 µM; actives 0.073% (n = 320,000); AID 2661;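 active = inhibition at or above 25%, using the most active replicate where run in duplicate; inactive = inhibition below 25%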
Target sequence (Q9BYT3 whole entry, looked up): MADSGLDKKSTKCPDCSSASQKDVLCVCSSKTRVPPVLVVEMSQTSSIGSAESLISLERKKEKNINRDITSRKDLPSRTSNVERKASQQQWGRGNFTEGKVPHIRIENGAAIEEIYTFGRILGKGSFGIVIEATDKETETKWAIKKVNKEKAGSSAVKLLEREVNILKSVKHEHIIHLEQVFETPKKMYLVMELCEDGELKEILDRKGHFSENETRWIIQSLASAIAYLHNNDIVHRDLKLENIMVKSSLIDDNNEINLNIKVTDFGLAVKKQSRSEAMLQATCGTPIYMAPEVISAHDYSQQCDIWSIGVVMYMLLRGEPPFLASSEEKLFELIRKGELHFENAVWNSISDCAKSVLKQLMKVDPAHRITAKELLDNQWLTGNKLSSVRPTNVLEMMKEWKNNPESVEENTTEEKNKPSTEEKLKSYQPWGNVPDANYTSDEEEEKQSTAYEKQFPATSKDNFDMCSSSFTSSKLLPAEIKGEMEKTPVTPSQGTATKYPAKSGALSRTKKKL
Starred values were filed as active, the others as inactive; x = not tested or not shown.

SMILES	OX1R antag	STK33 inh
O=C(COC(=O)c1ccc2ccccc2n1)Nc1cccc(S(=O)(=O)NC2=NCCCCC2)c1	11	-0.4
Cc1cc(C=NCCO)c(C)n1-c1cc(Cl)ccc1Cl	24	5.0
Cc1coc2cc3oc(=O)c(CCC(=O)N4CCC(C(=O)O)(c5ccccc5)CC4)c(C)c3cc12	12	0.4
COc1ccc(/C=C2/SC(=O)N(CCNC(=O)CC(NC(C)=O)c3ccccc3)C2=O)cc1 (configuration not stated)	21	-0.3
COc1cccc(C2c3[nH]c4ccccc4c3C[C@H]3C(=O)N(C4CC4)CC(=O)N23)c1 (some centres not stated)	12	-0.8
COc1ccc(C(=O)OCC(=O)NC2CC2)cc1F	5	-1.4
COc1cc(-c2[nH]ncc2CN(C)Cc2nonc2C)cc(OC)c1OC	8	0.7
CC(=O)Oc1ccc(-c2cc3ccc(OC(C)=O)cc3oc2=O)cc1	3	-0.9
Cc1ccc(Cc2cnc(NC(=O)/C(C#N)=C/c3ccc(-c4ccccc4[N+](=O)[O-])o3)s2)cc1	18	0.5
O=C(Nc1cc(Cl)cc(Cl)c1)c1cccc(OC(F)F)c1	11	-0.1
O=C(NCC1CCCN1S(=O)(=O)c1cccs1)c1ccc([N+](=O)[O-])cc1 (configuration not stated)	22	-0.7
C=C1C(O)[C@@H]2O[C@]3(CC[C@H](/C=C/C(C)[C@@H]4CC(C)=CC5(O[C@H](C[C@@](C)(O)CO)CCC5O)O4)O3)CC[C@H]2O[C@@H]1C(O)CC(C)[C@H]1OC2(CCCCO2)CCC1C (some centres not stated)	20	1.7
CCN1CCN(CCNC(=O)c2ccc(CS(=O)c3ccc(Cl)cc3)o2)CC1 (configuration not stated)	-3	-0.8
CCc1cc(C(=O)NNC(=O)CCl)sc1C	7	-0.7
COc1ccc([N+](=O)[O-])cc1N(CC(=O)NCc1ccco1)S(C)(=O)=O	24	0.6
COc1ccc(NC(=O)C2CSC3c4ccccc4C(=O)N23)cc1 (configuration not stated)	16	-2.5
O=[N+]([O-])c1ccc2c3n([n+]([O-])c2c1)CCN=C3c1ccc(Cl)cc1	34	-0.6
Cc1ccc2c(c1)c1c(n2CC(O)CN2CCOCC2)CCCC1 (configuration not stated)	6	-0.5
O=[N+]([O-])c1cccc(Cl)c1N1CCOCC1	16	-1.2
O=C1c2cccc(OCC(=O)N3N=C(c4cccs4)CC3c3ccc(F)cc3)c2CCN1Cc1ccccc1 (configuration not stated)	8	2.7
COc1ccc(C(=O)COC(=O)CNC(=O)c2ccccc2)cc1F	2	0.4
CN(c1ccccc1C(=O)Nc1ccc(S(=O)(=O)N2CCOCC2)cc1)S(C)(=O)=O	3	-0.3
CCOC(=O)Nc1ccc2c(COC(=O)CNS(=O)(=O)c3cccc(Br)c3)cc(=O)oc2c1	23	1.2
O=C(N/N=C/C(Br)=C/c1ccccc1)c1cccnc1	8	0.7
Cc1cccc(NS(=O)(=O)c2cccc(C(=O)NCCCN3CCOCC3)c2)c1	13	1.1

(cont.)
SMILES	OX1R antag	STK33 inh
COc1ccc(N(C(=O)c2cccnc2)S(=O)(=O)c2ccc3c(c2)n(C)c(=O)n3C)cc1	2	0.8
CCC(C)c1ccccc1N1CC(C(=O)N2CCN(S(=O)(=O)c3ccc(F)cc3)CC2)CC1=O (configuration not stated)	19	-1.5
COC(=O)/C(=C\C(=O)c1ccccc1)Nc1cccc(C(F)(F)F)c1	21	-1.2
CCc1cc(=O)oc2c(C)c(OC(C)C(=O)NC3CC(C)(C)NC(C)(C)C3)ccc12 (configuration not stated)	12	-0.2
Cc1cc(C)n(-c2nnc(C)c(=O)[nH]2)n1	9	-1.6
Cc1ccc(NC(=O)CN(C)Cc2nc3ccccc3c(=O)[nH]2)c(Br)c1	44	-2.0
O=C(CCCOc1ccccc1)Nc1nncs1	13	2.1
CCC(=O)c1ccc(OCC(O)CN2CCCCC2)cc1 (configuration not stated)	5	-0.1
CCC(C)c1ccccc1NS(=O)(=O)c1cnn(CC)c1 (configuration not stated)	31	-1.2
COc1ccc(-c2nc(CS(=O)CC(=O)NCC3CCCO3)c(C)o2)cc1 (configuration not stated)	15	0.5
Cc1sc2c(=O)n3c(nc2c1C(=O)NC1CCCCC1)CCCCC3	10	3.2
CCN(C(=O)/C=C/c1ccc(OC)cc1)C1CCS(=O)(=O)C1 (configuration not stated)	13	-0.6
Cc1ccc(CN2C(=O)CCC2C(=O)NCc2ccc3c(c2)OCO3)cc1 (configuration not stated)	-14	-0.6
COc1ccccc1C(=O)NCCn1cc(SCC(=O)Nc2cc(C)on2)c2ccccc21	42*	-0.9
Cc1ccc(C)c(SCc2nc3sc(C(=O)O)c(C)c3c(=O)[nH]2)c1	15	0.9
CC(C)CNc1ncnc2c1sc1nc(N3CCOCC3)c3c(c12)CC(C)(C)OC3	9	-1.1
CCn1c(=O)c2ccccc2n(CC(=O)NC2CCCCC2)c1=O	16	3.9
CN1CCC(N(C)C(=S)Nc2ccc(F)cc2)CC1	11	-0.4
COc1ccccc1S(=O)(=O)Cc1ccc(C(=O)NCc2ccc(C)cc2)o1	3	0.0
Cc1ccc(N/N=C(\Cc2nc3ccccc3[nH]2)c2ccccc2)cc1	5	-0.5
CCc1noc(C)c1C(=O)NNC(=O)c1ccccc1	8	-1.0
COc1ccc(CCC(C)NCc2ccc(C(F)(F)F)cc2)cc1 (configuration not stated)	24	-3.0
COc1ccccc1NC(=O)CSc1nncn1-c1cccnc1	8	0.9
Clc1ccc(-n2ncc3c(N4CCCC4)ncnc32)cc1	32	0.1
Cc1cccc(N2CCN(S(=O)(=O)c3ccc(-c4cc(C)no4)s3)CC2C)c1 (configuration not stated)	16	1.5

Looked up one by one from the list above (2):
SMILES	OX1R antag	STK33 inh
Cc1cccc(N2CCN(S(=O)(=O)c3ccc(-c4cc(C)no4)s3)CC2C)c1 (configuration not stated)	16	1.5
Cc1cc(C)n(-c2nnc(C)c(=O)[nH]2)n1	9	-1.6

Next part
SMILES	OX1R antag	STK33 inh
Cc1cc(C)c(NC(=O)Cc2ccc(-n3cccc3)cc2)c(C)c1	20	-2.0
CCc1nnc(NC(=O)CSc2nc(C)cc(C)c2C#N)s1	21	-1.8
COc1cc(-c2cc3nc(C)c(C)c(=O)n3[nH]2)cc(OC)c1OC	19	0.3
O/N=C/c1ccc2cccc(O)c2n1	29	0.2
CCc1ccc(C(C)NC(=O)c2cccs2)cc1 (configuration not stated)	20	-0.4
Cc1nc(N2CCNCC2)c2c3c(sc2n1)CCCC3	14	0.6
CCCCCn1c(=O)c(F)cn(Cc2ccc(OC)c([N+](=O)[O-])c2)c1=O	14	-1.7
NS(=O)(=O)c1ccc(CNC(=O)c2ccc(Cl)cc2[N+](=O)[O-])cc1	71*	-2.6
Cc1csc(=O)n1CC(=O)OCC(=O)NNC(=O)c1ccc(Cl)cc1	-5	-0.8
O=C(COC(=O)Cc1c[nH]c2ccccc12)NCCc1ccccc1	4	-0.5
CC(C)C[C@H]1COCCS(=O)(=O)N1Cc1cccc(Cl)c1	15	0.3
O=C(COc1ccccc1)NC(NC(=S)Nc1ccccc1C(=O)O)C(Cl)(Cl)Cl (configuration not stated)	18	-1.2
CN1CCN(C(=O)c2cc3c(C(F)(F)F)nn(C)c3s2)CC1	7	0.4
Cc1ccc(SC(C)C(=O)Nc2cccc(N(C)S(C)(=O)=O)c2)cc1 (configuration not stated)	27	0.5
Cc1cc(C)c(NC(=O)CCCOC(=O)C2=COCCO2)c(C)c1	14	0.8
CCCCNC(=O)CCC(=O)Nc1ccc2nc(N3CCCCC3)cc(C)c2c1	9	0.0
O=C(CCCCn1c(=O)[nH]c2ccsc2c1=O)NCc1ccc2c(c1)OCO2	5	0.2
CCOc1ccccc1NC(=O)C1CCN(c2ccc(S(=O)(=O)N3CCCC3)cc2)CC1	14	x
Cc1sc(NC(=O)c2ccco2)c(C(c2cccnc2)N2CCN(c3ccc(F)cc3)CC2)c1C (configuration not stated)	8	0.6
O=c1c2[nH]c3ccc(F)cc3c2ncn1CCN1CCOCC1	0	-1.6
O=C(COc1ccc(S(=O)(=O)N2CCOCC2)cc1)Nc1ccccc1Cl	-1	-1.0
O=C(Nc1cnc2ccccc2c1)N1CCCCC1	15	0.8
CCOC(=O)c1cc(-c2ccccc2)sc1N	8	-2.0
O=C(N/N=C/c1cccc(F)c1)NC1CCCCC1	11	-0.3
CCCCCC(=O)OC(CN1CCCCCC1)CN1CCCC1=O (configuration not stated)	34	-1.3

Next structures follow:
SMILES	OX1R antag	STK33 inh
CCCCC1=CC2=CC(=O)C(C)(OC(=O)CC)C(=O)C2=CN1c1ccccc1 (configuration not stated)	39	-0.5
CCOc1ccc(-c2cn(CCC#N)cn2)cc1	9	-0.5
Cc1nc2ccccc2n1S(=O)(=O)c1ccc(F)cc1	6	-2.1
O=C(CCCc1nc(-c2ccc(Cl)cc2)no1)NCC1CCCO1 (configuration not stated)	25	-2.0
CCn1c(NCCO)nc2c(c1=O)C(C)(CC)Cc1ccccc1-2 (configuration not stated)	2	0.6
N/C(=N\OCC(=O)Nc1ccc(F)c(Cl)c1)c1ccccc1	7	0.5
c1ccc(-c2nc(-c3ccc(-c4ccon4)s3)no2)cc1	5	-6.4
COC(=O)CSc1nnc(CNC(=O)c2ccccc2F)n1-c1ccccc1	30	-1.0
C=CCn1c(Cc2nc3ccccc3[nH]2)n[nH]c1=S	9	-0.3
C/C(=N\NC(=O)C1CC1)c1ccccc1O	16	2.4
COc1cccc(CN(C)C(=O)C(CCSC)NS(=O)(=O)c2ccc3c(c2)OCCO3)c1OC (configuration not stated)	41	-1.2
COc1ccccc1N1N=C(C(=O)c2ccccc2)C2C(=O)N(c3ccc(Br)cc3)C(=O)C21 (configuration not stated)	14	-3.4
Cc1ccccc1-c1noc(C2CCCCC2)n1	5	0.5
COc1ccc(CC(=O)NNC2=Nc3cccc4cccc2c34)cc1	25	0.0
CC(=O)c1cccc(NC(=O)CNC(=O)c2cc3ccccc3o2)c1	-4	-0.3
Cc1ccc(NC(=O)C2CCN(C(=O)c3ccc(Cl)cc3)CC2)nc1	27	x
C=CCN(CC=C)C(=O)Cc1ccc(F)cc1	11	-0.2
CCOC(=O)N1CCC(NS(=O)(=O)c2ccccc2)CC1	-5	-2.1
COc1ccc([C@H]2CC(=O)C=C(c3ccc4c(c3)OCCO4)C2)cc1	7	-1.1
COCC(=O)N(Cc1cc2ccc(C)cc2[nH]c1=O)c1cccc(C)c1	14	-1.2
CC1CCCN(S(=O)(=O)c2ccc(C(=O)Nc3nnc(C4CC4)o3)cc2)C1 (configuration not stated)	22	0.0
O=C(O)c1sccc1S(=O)(=O)c1ccccc1	15	-1.7
N#CC1(NC(=O)COC(=O)CNC(=O)c2sc3ccccc3c2Cl)CCCCC1	-4	-0.6
Cc1nc2c(-c3ccc(F)cc3)c(C)nn2c(C)c1CCC(=O)NC(C)CCc1ccco1 (configuration not stated)	6	-0.9
CCOC(=O)C(=N/O)/C(C)=N/NC(C)=O	25	-1.1

With a hit mark in OX1R antag, of those listed so far:
SMILES	OX1R antag	STK33 inh
COc1ccccc1C(=O)NCCn1cc(SCC(=O)Nc2cc(C)on2)c2ccccc21	42*	-0.9
NS(=O)(=O)c1ccc(CNC(=O)c2ccc(Cl)cc2[N+](=O)[O-])cc1	71*	-2.6

Compound profiles, from the list above:
Listed for Cc1nc2ccccc2n1S(=O)(=O)c1ccc(F)cc1 : OX1R antag = 6; STK33 inh = -2.1
Listed for CC1CCCN(S(=O)(=O)c2ccc(C(=O)Nc3nnc(C4CC4)o3)cc2)C1 (configuration not stated) : OX1R antag = 22; STK33 inh = 0.0

Next part:
SMILES	OX1R antag	STK33 inh
COc1ccc(CN2CCCCC2C(=O)Nc2ccc(OC)c(OC)c2)cc1OC (configuration not stated)	19	-1.3
NS(=O)(=O)c1ccc(CCNC(=O)c2cc3ccccc3s2)cc1	28	8.0
Cc1noc(C)c1COc1cccc(C(=O)Nc2ccc(Br)cc2F)c1	7	-2.0
COc1ccc(-c2noc(CCCC(=O)NC3CCCC3)n2)cc1OC	14	0.1
O=S(=O)(Nc1ccc(-c2ccc3nncn3n2)cc1)c1cccs1	16	-0.2
CC1CCCC(NC(=O)COC(=O)c2c[nH]c(=O)[nH]c2=O)C1C (configuration not stated)	28	-0.4
CCO[C@H]1OC(C(=O)NCc2ccccc2)=C[C@@H](c2ccc(Br)cc2)[C@@H]1CCCO	21	-3.4
O=C(c1ccc(NC(=O)C2(c3ccccc3)CCCC2)cc1)N1CCOCC1	4	-1.3
O=C(O)Cc1ccc(NC(=O)Nc2cccc3ccccc23)cc1	15	0.9
COc1ccc(N2C3=[N+](CCCC3)CC2(C)O)cc1 (configuration not stated)	6	0.1
Cc1ccc(S(=O)(=O)NCc2ccncc2)cc1C	64	-0.9
COc1ccc(CNC(=O)CN(C(=O)c2csnn2)c2ccc(F)cc2)cc1	14	0.3
O=C(NCCN1C(=O)S/C(=C\c2ccc(OC(F)F)cc2)C1=O)[C@@H]1CCCN1C(=O)c1cccs1	17	-0.5

Single values from the results shown.
Under OX1R antag, O=S(=O)(Nc1ccc(-c2ccc3nncn3n2)cc1)c1cccs1 is listed with 16
Under OX1R antag, O=C(O)Cc1ccc(NC(=O)Nc2cccc3ccccc23)cc1 is listed with 15
Under OX1R antag, COc1ccc(-c2noc(CCCC(=O)NC3CCCC3)n2)cc1OC is listed with 14
Under STK33 inh, COc1ccc(CN2CCCCC2C(=O)Nc2ccc(OC)c(OC)c2)cc1OC (configuration not stated) is listed with -1.3
Under OX1R antag, COc1ccc(N2C3=[N+](CCCC3)CC2(C)O)cc1 (configuration not stated) is listed with 6
Under STK33 inh, COc1ccc(CNC(=O)CN(C(=O)c2csnn2)c2ccc(F)cc2)cc1 is listed with 0.3
